# Screening results as filed in PubChem BioAssay.
# PPARg SRC-1 ag: PPARgamma-driven SRC-1 recruitment agonism; activation, % at 8 µM; PPARgamma-SRC-1 coactivator recruitment biochemical assay; P37231; 200,000 compounds, 0.41% hits; in the data active = activation above about 19%;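 also: 0% = DMSO and 100% = reference agonist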
# Target sequence (P37231 whole entry, looked up): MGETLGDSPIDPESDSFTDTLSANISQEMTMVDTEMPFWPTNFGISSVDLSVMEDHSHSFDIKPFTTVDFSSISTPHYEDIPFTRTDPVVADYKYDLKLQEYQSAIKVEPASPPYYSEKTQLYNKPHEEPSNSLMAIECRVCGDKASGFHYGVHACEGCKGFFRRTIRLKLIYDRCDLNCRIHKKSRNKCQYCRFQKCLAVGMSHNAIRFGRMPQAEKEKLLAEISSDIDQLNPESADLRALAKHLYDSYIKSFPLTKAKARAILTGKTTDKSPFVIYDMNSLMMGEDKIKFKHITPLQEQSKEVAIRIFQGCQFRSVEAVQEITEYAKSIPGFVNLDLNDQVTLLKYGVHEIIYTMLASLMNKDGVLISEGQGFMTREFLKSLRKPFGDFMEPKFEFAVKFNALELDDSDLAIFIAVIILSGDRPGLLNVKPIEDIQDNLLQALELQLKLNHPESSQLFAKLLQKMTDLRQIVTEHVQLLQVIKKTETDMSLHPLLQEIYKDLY
# bIAP act: increases bovine intestinal alkaline phosphatase activity; purified bovine IAP, CDP-star luminescence, 30 min; active compounds read high; fold of DMSO-control signal, blank-subtracted; activation factor at 20 µM; 200,000 compounds, 0.17% hits;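 active = activation factor of 2 or more at 20 µM, a signal rise over negative controls twice the positive control's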
# PPARg SRC-3 ag: agonists of human PPARgamma SRC-3 coactivator recruitment. P37231. biochemical PPARgamma/SRC-3 coactivator recruitment assay. activation, % at 8 µM. 200,000 compounds, 0.26% hits. AID 731; in the data active = activation above about 23%;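 also: 0% = DMSO and 100% = reference agonist; some compounds past the cut are filed as inactive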
# PPARg SRC-2 ag: promotes SRC-2 coactivator recruitment by human PPARgamma; activation, % at 8 µM; AID 1032; 200,000 compounds, 0.34% hits; P37231; PPARgamma LBD-SRC-2 recruitment, biochemical; in the data active = activation above about 22%;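 also: 0% = vehicle and 100% = reference agonist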
# ROMK primary: modulators of human ROMK potassium channel; 130,000 compounds, 2% hits; B-score at 10 µM; Tet-inducible ROMK, thallium flux fluorescence; actives lie on both sides; P48048;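 active = signal ratio slope over the read window, or its plate-corrected B-score, at least 3 SD from the plate mean, either direction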;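 also: B-score of the F/F0 ratio slope over 7 to 12 s after thallium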
# Target sequence (P48048 whole entry, looked up): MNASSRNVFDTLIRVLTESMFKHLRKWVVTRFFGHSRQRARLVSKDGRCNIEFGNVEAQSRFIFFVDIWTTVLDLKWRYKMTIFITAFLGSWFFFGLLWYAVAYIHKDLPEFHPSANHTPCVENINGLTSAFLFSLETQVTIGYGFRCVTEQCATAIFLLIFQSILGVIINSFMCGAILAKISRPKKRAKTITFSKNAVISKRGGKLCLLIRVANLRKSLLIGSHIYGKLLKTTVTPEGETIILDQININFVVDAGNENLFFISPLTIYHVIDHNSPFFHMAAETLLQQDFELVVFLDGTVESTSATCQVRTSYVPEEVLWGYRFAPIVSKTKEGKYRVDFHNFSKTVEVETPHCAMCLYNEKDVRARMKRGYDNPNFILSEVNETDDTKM
# STAT3 activator: increases IL-6 driven STAT3 reporter signal | U3A cells, IL-6 STAT3-luciferase reporter, luminescence; 100% = signal with IL-6 EC80 alone | AID 871 | 190,000 compounds, 0.91% hits | activation (% of control), % at 5.6 µM;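 active = activation above the screen-wide mean of compound activation plus 3 SD, cut at about 130% in these data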;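 also: 0% = background luminescence of wells with medium and substrate only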
#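 Detection: reporter luminescence signal / Assay system: STAT1-lacking human U3A cells, STAT3 luciferase reporter / Incubation: compound pre-incubation 1 h before IL-6, then 6 h stimulation at 37 °C / Control set: IL-6-only high control / Read-out: % activation relative to IL-6 control / Probe or stimulus: Interleukin-6, 33 ng/mL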
# STAT1 blocker: STAT1 signaling inhibition; NIH 3T3 STAT1-luciferase reporter, IFN-gamma, luminescence; inhibition, % at 5.5 µM; 200,000 compounds, 0.35% hits; AID 920;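 active = inhibition above a set limit, the mean inhibition across all tested compounds plus 3 SD, cut at about 34% in these data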;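 also: 0% = IFN-gamma with DMSO and 100% = IFN-gamma with 300 µM nifuroxazide; values of inactives mirror those of a sister screen read the other way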
# STAT3 blocker: inhibitors of IL-6 induced STAT3 signaling | U3A cells, IL-6 STAT3-luciferase reporter, luminescence; host cell line lacks STAT1 | inhibition, % at 5.5 µM | 190,000 compounds, 0.89% hits;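 active = inhibition above the mean inhibition across all screened compounds plus 3 SD, cut at about 44% in these data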;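 also: 0% = DMSO only wells and 100% = 100 µM nifuroxazide control wells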
# TR-FRET SRC-2 ct: counter-screen for PPARgamma SRC-2 recruitment agonists: TR-FRET artefact | active compounds read high | TR-FRET ratio at 8 µM | 200,000 compounds, 0.4% hits | AID 1049; in the data active = TR-FRET ratio above about 2000; also: inactives centre near 1500
# bIAP inh: intestinal alkaline phosphatase (bovine) inhibition. purified bovine IAP, CDP-star luminescence, 30 min. inhibition, % at 20 µM. 190,000 tested, under 10 active;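 active = over 50% inhibition of intestinal alkaline phosphatase at 20 µM in the single-dose screen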
#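 System: purified bovine intestinal alkaline phosphatase (IAP) enzyme; Input: IAP diluted 1/65,000,000 in the well; Measured by: CDP-star luminescence signal; Compound dosing: 20 µM single dose; Incubation: 30 min reaction at room temperature.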
# TNAP act hiacc: increases human TNAP activity under high phosphate acceptor concentration; 200,000 tested, under 10 active; P05186; AID 1136; purified TNAP, CDP-star luminescence, 1 M DEA, 30 min; active compounds read high; 0 = EDTA background, 1 = DMSO-only activity; activation factor at 20 µM;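 active = activation factor at least 2 at 20 µM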
#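 Control set: EDTA negative control, DMSO positive control / Assay system: human TNAP / Quantity: TNAP 1/800 final / Evaluation: TNAP activation factor scaled between EDTA and DMSO control wells / Measured by: luminescent substrate turnover signal / Compound dosing: one dose, 20 µM / Times: 30 min enzyme reaction at room temperature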
# Numbers without * were called inactive; . = no result given.
no.	Molecule	PPARg SRC-1 ag	bIAP act	PPARg SRC-3 ag	PPARg SRC-2 ag	ROMK primary	STAT3 activator
1	CC1CCCCN1C(=O)CSc1nc(-c2ccccc2)cn1N (centres undefined)	0	1	7	12	0.34	110
2	Cc1sc(NC(=O)CN(C)C2CCCCC2)nc1-c1ccc2c(c1)CCN2S(=O)(=O)c1ccccc1	1	1	2	1	-0.48	93
3	O=CN1CCN(C(C(=O)NC2CCCC2)c2ccc(Cl)cc2)CC1 (centres undefined)	7	1	4	8	.	97
4	CC1=NN(c2ccccc2)C(=O)/C1=C\c1cc(C)n(-c2ccccc2)c1C	7	0.9	0	4	.	105
5	CS(=O)(=O)N(CC(O)Cn1c2ccccc2c2ccccc21)c1ccccc1 (centres undefined)	7	1	8	3	.	101
6	Cc1cccc2c1N(CCOc1ccccc1Cl)C(=O)C2=O	8	1.1	4	-1	-0.69	94
7	COc1ccc(OCC(O)CON2C(=O)c3ccccc3C2=O)cc1 (centres undefined)	0	0.8	-10	5	.	101
8	Cc1cc(C)c2cc3c(N)c(C(=O)N4CCOCC4)sc3nc2c1	12	1	13	9	-2.3	102
9	COC(=O)c1cc2n(n1)CCN(Cc1ccc(OC)cc1)C2=O	4	1	-2	5	-0.026	102
10	CCOC(=O)c1sc(NC(=O)c2ccccc2OC)nc1C	3	0.9	2	6	.	74
11	C/C(=N\N=C1\NC(=O)C(Cc2ccccc2)S1)c1ccccc1 (centres undefined)	-4	1.1	6	2	0.37	110
12	COc1ccc(C)cc1NC(=O)CSc1nnc(COc2ccccc2)n1Cc1ccco1	1	1.2	-2	3	.	97
13	C=CCn1c(SCC(=O)c2cccs2)nc2sc(C)c(C)c2c1=O	4	1	2	7	-0.83	108
14	N=C1C(c2nc3ccccc3c(=O)[nH]2)=C(O)CN1CCc1ccccc1	1	1.4	8	11	.	74
15	COC(=O)C1=C(N)Oc2c(oc(CO)cc2=O)C1c1ccccc1F (centres undefined)	10	1	6	-2	.	100

no.	STAT1 blocker	STAT3 blocker	TR-FRET SRC-2 ct	bIAP inh	TNAP act hiacc
1	-15	-7	1697	-2	1.1
2	2	13	1615	-2	1
3	-7	8	1595	0	1
4	-3	-12	1627	10	0.8
5	8	6	1540	-5	1.1
6	-5	5	1500	-8	1
7	-5	3	1440	18	1.1
8	-51	3	1789	2	1
9	1	5	1564	0	1
10	-51	39	1644	13	1
11	-1	-6	1621	-11	1
12	8	13	1498	-24	1
13	-6	-9	1681	3	1
14	8	39	1811	-44	1.1
15	4	4	1490	-4	1

# The list goes on.
no.	Molecule	PPARg SRC-1 ag	bIAP act	PPARg SRC-3 ag	PPARg SRC-2 ag	ROMK primary	STAT3 activator
16	c1cc2c(c(NCc3ccncc3)c1)CCCC2	5	1	-3	8	-1.7	94
17	Cn1cccc1C(C#N)c1cccc(F)c1C#N (centres undefined)	0	1.2	-4	-4	-0.16	104
18	Cc1ccc(C(=O)NNC(=O)C2CCN(Cc3ccccc3)CC2)cc1	9	1.4	13	18	.	96
19	O=C(Nc1ccccc1C(F)(F)F)NC1CCCCC1	4	1	0	14	-0.33	99
20	COc1ccc(-n2c(SC3CCOC3=O)nc3ccccc3c2=O)cc1OC (centres undefined)	3	1	4	4	.	101
21	CSc1ccccc1NC(=O)Cn1nnc(-c2ccc(S(C)(=O)=O)cc2)n1	2	1.1	6	11	0.19	97
22	Cc1nnc(SCc2ccccn2)n(N)c1=O	-10	1.1	1	-4	-0.57	86
23	O=[N+]([O-])c1cc(Cl)ccc1N1CCCCC1	-5	1	4	10	-0.35	95
24	Cc1ccccc1-c1nnc(SCC(=O)Nc2c(C)n(C)n(-c3ccccc3)c2=O)o1	-5	.	-2	5	.	99
25	Cc1ccc(S(=O)(=O)c2c(C)cc(-c3ccccc3)[nH]c2=O)cc1	7	1	6	-1	.	102
26	Cc1cc(=O)n(C)c(=O)n1CCCCCCN1CCCC1	-6	0.9	-1	-3	.	104
27	O=C(CCN1C(=O)C2(OCCO2)c2ccccc21)c1ccccc1	6	1	10	10	-0.84	101
28	CC(=O)N1CCN=C1SCc1ccccc1F	10	1	6	2	.	104
29	Cc1cc(C)c(OCC(=O)Nc2cc(C(=O)O)cc(C(=O)O)c2)cc1C	3	0.9	-5	-7	0.63	108
30	CC(=O)/C=C/c1ccc2ccccc2n1	-6	1	0	0	.	100

no.	STAT1 blocker	STAT3 blocker	TR-FRET SRC-2 ct	bIAP inh	TNAP act hiacc
16	7	14	1345	5	1
17	6	-2	1545	-16	1
18	2	10	1691	-37	1
19	5	1	1487	3	1
20	0	2	1656	-2	1.1
21	-2	6	1770	-8	1
22	6	25	1546	-9	1
23	-4	16	1606	0	1
24	-12	6	1498	.	.
25	-6	4	1454	-4	1.1
26	1	-4	1446	13	1
27	10	-1	1467	1	1.1
28	9	-5	1632	3	1
29	8	-8	1477	9	1
30	0	5	1640	-2	1

# Next section:
no.	Molecule	PPARg SRC-1 ag	bIAP act	PPARg SRC-3 ag	PPARg SRC-2 ag	ROMK primary	STAT3 activator
31	Cn1c(=O)c2c(nc(NCC3CCCO3)n2C)n(C)c1=O (centres undefined)	-1	1	-2	7	.	100
32	O=C(CCC(=O)N(c1cccc(F)c1)C(C(=O)NC1CCCC1)c1ccncc1)Nc1cccnc1 (centres undefined)	0	0.9	9	0	.	102
33	CCOC(=O)C1=NOC2C(=O)N(c3ccc(Cl)cc3Cl)C(=O)C12 (centres undefined)	-3	0.9	2	-1	0.066	102
34	CCOC(=O)c1c(N)c(C#N)nn1-c1ccccc1C(=O)OC	3	0.9	-8	-3	0.77	95
35	Cc1cccc(CC2CC(=O)N(c3nc4ccccc4s3)C2=O)c1 (centres undefined)	-10	1	-6	-5	-0.44	103
36	Cn1cc(Br)c(C(=O)Nc2c(F)c(F)c(F)c(F)c2F)n1	-6	0.8	1	-4	-0.11	100
37	Cc1cc(C)c(OCC(=O)N/N=C/c2ccco2)c(C)c1	2	0.9	2	-7	-0.22	98
38	CCN(C)Cc1c(C(=O)N2CCc3ccccc3C2)nc2ccc(Cl)cn12	4	1	4	9	-0.43	105
39	CC(=O)Nc1ccc(C(=O)OC2CCCCC2=O)cc1 (centres undefined)	6	0.9	1	7	-0.34	98
40	O=C(NCCCCCCOC1=NS(=O)(=O)c2ccccc21)C(=O)Nc1ccccc1	5	1	5	3	0.36	92
41	O=C(COc1ccccc1C(=O)NCc1ccccn1)Nc1ccc(Br)cc1	5	0.9	5	9	-0.93	109
42	COc1ccc(CC(=O)N2CC(C)CC(C)C2)cc1 (centres undefined)	1	1	4	14	1.3	100
43	CCC(=O)Nc1cccc(-n2nnnc2SCC(=O)c2ccc(C)c(C)c2)c1	-5	0.9	-5	-12	-0.44	105
44	CC1=CC(C2CC(=O)N(c3ccccc3C)C2=O)CC2C(=O)N(c3ccccc3C)C(=O)C12 (centres undefined)	-7	1.1	4	-1	0.57	99
45	COc1ccc(CNC(=S)NCc2ccc(OC(C)C)cc2)cc1	-1	1.1	-3	-14	.	102

no.	STAT1 blocker	STAT3 blocker	TR-FRET SRC-2 ct	bIAP inh	TNAP act hiacc
31	-2	3	1556	4	1
32	-1	0	1388	6	1
33	4	3	1655	6	1
34	5	7	1711	7	1.1
35	2	-1	1377	-4	1.1
36	-3	0	1440	22	1.1
37	2	2	1423	11	1
38	6	-2	1641	2	1.1
39	1	0	1284	11	1.1
40	9	14	1660	2	1.1
41	-2	-5	1578	10	1.1
42	4	0	1535	2	1
43	-30	-8	1315	9	1
44	-2	-1	1484	-15	1.1
45	2	0	1479	-7	1

# Next compounds:
no.	Molecule	PPARg SRC-1 ag	bIAP act	PPARg SRC-3 ag	PPARg SRC-2 ag	ROMK primary	STAT3 activator
46	Cc1cccc(C(=O)NN2C(=O)C3C(c4ccccc4)C=CC(c4ccccc4)C3C2=O)c1 (centres undefined)	-3	1.1	-1	6	0.43	104
47	O=C(Nc1nnc(C2CC2)s1)C1CC(=O)N(c2ccc3c(c2)OCCO3)C1 (centres undefined)	-2	1.2	2	11	0.43	92
48	CCOc1cc(C2C(C(=O)O)c3cc(OCC)c(OCC)cc3C(=O)N2C)ccc1O (centres undefined)	7	1	3	0	.	106
49	O=C(CCC1CCCN(C(=O)Cn2cnnn2)C1)NCc1ccc(F)c(F)c1 (centres undefined)	-6	0.8	-4	-5	-0.88	105
50	Cc1nc(N2CCOCC2)c2c3c(sc2n1)CCC3	8	1	6	9	0.77	106
51	Cc1nc2ccc(NC(=O)c3ccc(N4C(=O)CCC4=O)cc3)cc2s1	10	1	4	5	-0.8	94
52	CCCCN(C(=O)NC(=O)Nc1c(C)cc(C)cc1C)S(C)(=O)=O	10	1	-1	1	.	105
53	O=C(O)c1cc(S(=O)(=O)N2CCOCC2)ccc1N1CCOCC1	1	1.1	-4	10	-0.064	103
54	Clc1ccc(CN2CCN(c3ccccc3)CC2)cn1	3	1.1	-1	-7	-0.17	93
55	O=C(COC(=O)/C=C/c1ccc(Cl)cc1)Nc1ccccc1	6	0.9	6	-4	-0.025	104

no.	STAT1 blocker	STAT3 blocker	TR-FRET SRC-2 ct	bIAP inh	TNAP act hiacc
46	9	1	1585	-8	1
47	0	9	1596	-15	1
48	-4	-2	1586	5	1
49	-4	6	1458	16	1.1
50	5	2	1685	1	1
51	6	10	1654	4	1
52	4	-1	1553	-3	1.1
53	0	-3	1522	-6	1.1
54	-18	13	1590	-9	1
55	-2	3	1500	13	1

# Compounds 50–55, quoted:
no.	Molecule	PPARg SRC-1 ag	bIAP act	PPARg SRC-3 ag	PPARg SRC-2 ag	ROMK primary	STAT3 activator
50	Cc1nc(N2CCOCC2)c2c3c(sc2n1)CCC3	8	1	6	9	0.77	106
51	Cc1nc2ccc(NC(=O)c3ccc(N4C(=O)CCC4=O)cc3)cc2s1	10	1	4	5	-0.8	94
52	CCCCN(C(=O)NC(=O)Nc1c(C)cc(C)cc1C)S(C)(=O)=O	10	1	-1	1	.	105
53	O=C(O)c1cc(S(=O)(=O)N2CCOCC2)ccc1N1CCOCC1	1	1.1	-4	10	-0.064	103
54	Clc1ccc(CN2CCN(c3ccccc3)CC2)cn1	3	1.1	-1	-7	-0.17	93
55	O=C(COC(=O)/C=C/c1ccc(Cl)cc1)Nc1ccccc1	6	0.9	6	-4	-0.025	104

no.	STAT1 blocker	STAT3 blocker	TR-FRET SRC-2 ct	bIAP inh	TNAP act hiacc
50	5	2	1685	1	1
51	6	10	1654	4	1
52	4	-1	1553	-3	1.1
53	0	-3	1522	-6	1.1
54	-18	13	1590	-9	1
55	-2	3	1500	13	1
